Bioassay records as filed in PubChem BioAssay.
C diff growth: inhibitors of Clostridium difficile growth; 86,000 tested, 0.25% active; AID 1259249; Clostridium difficile clinical isolate growth, OD600, 24 h; active compounds read low; growth activity, negative = inhibition, % at 16 µg/mL (by protocol);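 active = mean growth activity at or below -80% and every replicate also at or below -80%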;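 also: 0% = DMSO wells and -100% = levofloxacin 16 µg/mL wells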
Pf Dd2 inh: P. falciparum Dd2 growth inhibition. SYBR Green, 72 h; active compounds read low. 94,000 tested, 2.3% active. activity change, % at 10 µM. AID 1159554; in the data active = activity change below about -80%
KDM4C inh: blocks human GASC-1 (KDM4C) demethylase activity; AID 720574; Q9H3R0; GST-KDM4C 2-372, H3K9me3 peptide, LANCE TR-FRET; inhibition, % at 12.5 µM; 96,000 tested, 0.15% active;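 active = mean replicate inhibition above about 25%, with at least 55% of replicates also reaching it, limit read from the data, passing the limit was not always enough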
Target sequence (Q9H3R0 2-372 limits assumed): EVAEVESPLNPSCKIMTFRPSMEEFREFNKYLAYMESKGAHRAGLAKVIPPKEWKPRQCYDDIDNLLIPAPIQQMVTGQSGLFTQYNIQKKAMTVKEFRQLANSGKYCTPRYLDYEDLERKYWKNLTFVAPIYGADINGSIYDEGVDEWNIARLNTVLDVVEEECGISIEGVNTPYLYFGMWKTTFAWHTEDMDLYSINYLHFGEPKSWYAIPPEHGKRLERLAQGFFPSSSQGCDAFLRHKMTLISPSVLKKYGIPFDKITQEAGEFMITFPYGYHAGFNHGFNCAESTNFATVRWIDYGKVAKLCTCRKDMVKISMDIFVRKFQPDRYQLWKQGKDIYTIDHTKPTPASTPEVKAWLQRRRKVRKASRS
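Material: GST-tagged GASC-1 (JMJD2C) catalytic fragment, aa 2-372. Input: enzyme final amount 10 nM. Medium: HEPES buffer, pH 7.5, plus ascorbate. Reagent: H3K9me3 peptide substrate, Fe(II), 2-oxoglutarate. Doses: single dose. Times: reaction 30 min RT, detection step 1 h RT. Measured by: LANCE TR-FRET. Evaluation: Fall in 671/618 emission ratio as inhibition.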
T cruzi growth: inhibitors of T. cruzi proliferation; T. cruzi beta-gal in NIH3T3, GalScreen luminescence, 90 h; inhibition, % at 8.34 µM; 77,000 tested, 5.9% active;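 active = mean inhibition above about 93%, with at least 55% of replicates each passing it, limit read from the data, passing the limit was not always enough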
The depositor's hits bear a star; x = no result given; & = joins results of further samples.

SMILES	C diff growth	Pf Dd2 inh	KDM4C inh	T cruzi growth
C[C@@H]1CN([C@@H](C)CO)C(=O)Cc2cc(NC(=O)Cn3cnnn3)ccc2O[C@@H]1CN(C)C(=O)Nc1ccccc1	0	17	-2.0	-39
C[C@@H]1CCCCO[C@H](CN(C)S(=O)(=O)c2ccc(Cl)cc2)[C@@H](C)CN([C@@H](C)CO)C(=O)c2cc(N(C)C)ccc2O1	-4	-38	0.1	100*
CNC(=O)C[C@@H]1CC[C@@H]2[C@H](COc3ccc(NC(=O)C4CCCCC4)cc3C(=O)N2C)O1	1	2	-0.6	42
Cc1noc(C)c1S(=O)(=O)Nc1ccc2c(c1)C(=O)N([C@H](C)CO)C[C@@H](C)[C@H](CN(C)C(=O)Nc1ccc(F)cc1)O2	x	24	-0.6	1
C[C@H]1CN([C@@H](C)CO)C(=O)Cc2cc(NC(=O)Nc3ccc(F)cc3)ccc2O[C@@H]1CN(C)S(C)(=O)=O	0	7	-3.0	93
CCC(=O)Nc1ccc2c(c1)C(=O)N(C)C[C@H](OC)[C@@H](C)CN(Cc1cccc(F)c1)[C@H](C)CO2	x	-24	1.3	-57
C[C@@H]1CN([C@@H](C)CO)C(=O)CCCn2cc(nn2)CO[C@@H]1CN(C)S(=O)(=O)c1ccc(-n2cccn2)cc1	0	36	0.8	x
CCC(=O)N1CC2(C1)CN(Cc1cccc(Cl)c1)[C@H](CO)c1[nH]c3cc(OC)ccc3c12	-2	-89*	x	x
O=C(Cc1ccccn1)NCC[C@H]1CC[C@@H](NC(=O)Nc2ccc(Cl)cc2)[C@H](CO)O1	1	1	0.1	-18
CCC(=O)N(C)C[C@H]1Oc2cc(C3=CCCCC3)ccc2S(=O)(=O)N([C@@H](C)CO)C[C@H]1C	x	21	-2.9	43
C[C@H](CO)N1C[C@H](C)[C@@H](CN(C)Cc2ccccc2)Oc2c(NS(C)(=O)=O)cccc2C1=O	-1&-9	22&-8	-0.1	28&18
CO[C@H]1CN(C)C(=O)c2cc(NC(C)=O)ccc2OC[C@H](C)N(Cc2ccccc2C(=O)O)C[C@@H]1C	x	39	2.5	-11
C[C@@H]1CCCCO[C@H](CN(C)Cc2ccc(C(F)(F)F)cc2)[C@@H](C)CN([C@H](C)CO)C(=O)c2cc(NS(=O)(=O)c3cn(C)cn3)ccc2O1	3	4	x	9
C[C@@H]1CN([C@@H](C)CO)C(=O)c2cc(NS(C)(=O)=O)ccc2O[C@@H](C)CCCCO[C@H]1CN(C)Cc1ccc(C(=O)O)cc1	-4	71	1.5	76
CCCNC(=O)Nc1ccc2c(c1)C(=O)N(C)C[C@@H](OC)[C@@H](C)CN(Cc1ccccn1)[C@@H](C)CO2	-1	-2	-0.9	-30
COc1ccc(CN2C[C@@H](C)[C@@H](OC)CN(C)C(=O)c3cc(NC(=O)C4CC4)ccc3OC[C@H]2C)cc1	x	4	0.4	-50
CC(C)NC(=O)Nc1ccc2c(c1)C(=O)N([C@@H](C)CO)C[C@H](C)[C@H](CN(C)Cc1ccccc1)OCCCC[C@H](C)O2	-1	x	1.5	10
C[C@@H]1CN([C@H](C)CO)C(=O)c2cc(NC(=O)Nc3ccccc3)ccc2O[C@H]1CN(C)S(=O)(=O)c1ccc(F)cc1	-1	31	-1.0	28
O=C(NC1Cc2ccccc2C1)[C@@H]1[C@@H](CO)[C@@H]2Cn3c(cccc3=O)[C@@H]2N1C(=O)C1CC1	0	9	-0.2	61
COc1ccc2c3c([nH]c2c1)[C@@H](CO)N(Cc1cccc(F)c1)CC31CN(CC2CC2)C1	6	-82*	-0.6	x
C[C@@H]1CCCCO[C@@H](CN(C)S(=O)(=O)c2ccccc2)[C@H](C)CN([C@@H](C)CO)C(=O)c2cc(NC(=O)Cc3ccccc3)ccc2O1	x	-41	0.1	83
C[C@H](CO)N1C[C@H](C)[C@@H](CN(C)Cc2ccccc2)Oc2ccc(NC(=O)Nc3ccc4c(c3)OCO4)cc2CC1=O	-2	-67	0.0	38
O=C(C[C@@H]1CC[C@H](NC(=O)NC2CCCCC2)[C@@H](CO)O1)NCc1ccccc1	2	0	-1.4	31
CCCC#Cc1cnc2c(c1)C(=O)N([C@@H](C)CO)C[C@@H](C)[C@H](CN(C)C)O2	0	-7	0.8	-20
C[C@@H]1CCCCO[C@@H](CN(C)C(=O)NC2CCCCC2)[C@@H](C)CN([C@@H](C)CO)C(=O)c2cc(NC(=O)Nc3ccccc3)ccc2O1	11	-64	0.5	60
COCC#Cc1cnc2c(c1)C(=O)N([C@@H](C)CO)C[C@H](C)[C@@H](CN(C)C(=O)C1CCC1)O2	0	10	-1.9	44
COCC(=O)N1CCCCN2[C@H](C1)[C@@H](c1ccc(C#Cc3ccc(OC)cc3)cc1)[C@@H]2CO	-2	-2	-0.7	74
CN1C(=O)c2cc(NC(=O)Cc3cccs3)ccc2OC[C@@H]2O[C@H](CC(=O)NCCCN3CCOCC3)CC[C@@H]21	-14	7	-0.9	33
C[C@@H]1CN([C@H](C)CO)C(=O)c2cc(NS(=O)(=O)c3cccs3)ccc2O[C@@H]1CN(C)C(=O)Nc1ccccc1	-4	23	-0.4	14
Cc1ccccc1S(=O)(=O)NCC[C@@H]1CC[C@@H](NC(=O)Nc2cccc(F)c2)[C@@H](CO)O1	-12	-12	-1.5	21
Cc1noc(C)c1NC(=O)N(C)C[C@@H]1OCCCC[C@@H](C)Oc2ccc(N(C)C)cc2C(=O)N([C@H](C)CO)C[C@@H]1C	-2	35	0.2	43
C[C@H](CO)N1C[C@H](C)[C@H](CN(C)Cc2cccc(C(F)(F)F)c2)OCc2cnnn2CCCC1=O	-1	3	1.2	-31
CO[C@@H](CN(C)S(=O)(=O)c1cn(C)cn1)[C@@H](C)CN(C(=O)Nc1ccc(C(F)(F)F)cc1)[C@H](C)CO	x	28	x	23
C[C@@H]1CN([C@@H](C)CO)C(=O)c2cc(NC(=O)Nc3cccc4ccccc34)ccc2O[C@@H](C)CCCCO[C@H]1CN(C)C(=O)NC1CCCCC1	-3	-56	-0.7	35
C[C@H](CO)N1C[C@H](C)[C@H](CN(C)C(=O)Cc2ccncc2)Oc2cc(C#CC3CCCCC3)ccc2S1(=O)=O	x	-86*	-2.0	86
O=C(NCC[C@H]1CC[C@@H](NS(=O)(=O)c2ccccc2)[C@@H](CO)O1)c1ccc2c(c1)OCO2	-2	-10	-1.2	68
COc1ccc(NC(=O)N(C)C[C@@H]2Oc3c(NC(=O)c4cc(C)nn4C)cccc3C(=O)N([C@@H](C)CO)C[C@H]2C)cc1	-3	8	1.3	24
COc1ccc(NC(=O)Nc2ccc3c(c2)C(=O)N([C@H](C)CO)C[C@@H](C)[C@@H](CN(C)Cc2ccc(C(F)(F)F)cc2)OCCCC[C@H](C)O3)cc1	6	-70	0.0	100*
O=C(CC1CC1)N1CC2(C1)[C@@H](c1ccccc1)[C@@H](CO)N2C(=O)c1cnccn1	0	11	0.8	x
CO[C@@H]1CN(C)C(=O)c2cc(NC(=O)C3CC3)ccc2OC[C@@H](C)N(C(=O)CN2CCOCC2)C[C@@H]1C	x	13	0.3	35
CCCNC(=O)C[C@H]1CC[C@@H]2[C@H](COc3ccc(NC(=O)c4ccc(OC)cc4)cc3C(=O)N2C)O1	6	-23	-1.0	55
O=C(C[C@@H]1C=C[C@H](NC(=O)Nc2ccc(F)cc2)[C@@H](CO)O1)NCc1cccc(F)c1	1	x	-1.1	x
COc1ccc(S(=O)(=O)N(C)C[C@@H]2Oc3ccc(NS(=O)(=O)c4ccc(F)cc4)cc3CC(=O)N([C@H](C)CO)C[C@H]2C)cc1	-7	-20	-0.2	-2
C[C@H]1CN([C@@H](C)CO)S(=O)(=O)c2ccc(-c3ccc(C(=O)N(C)C)cc3)cc2O[C@H]1CN(C)C(=O)C1CCOCC1	16	11	-1.9	26
N#C[C@H]1[C@H](c2ccc(C#Cc3ccccc3F)cc2)[C@@H](CO)N1C(=O)C1CCOCC1	-5	-29	-0.4	82
C[C@@H]1CN([C@@H](C)CO)C(=O)c2cc(NC(=O)C3CCCCC3)ccc2O[C@H]1CN(C)S(=O)(=O)c1ccc(Cl)cc1	-1	4	x	37
Cc1ccc(S(=O)(=O)N[C@H]2CC[C@H](CC(=O)NCCCN(C)C)O[C@@H]2CO)cc1	4	7	1.1	-18
COc1ccccc1C#Cc1cnc2c(c1)C(=O)N([C@@H](C)CO)C[C@H](C)[C@H](CN(C)C(C)=O)O2	3	31	-3.5	15
C[C@@H]1CN([C@@H](C)CO)C(=O)Cc2cc(NS(C)(=O)=O)ccc2O[C@H]1CN(C)S(=O)(=O)c1ccc(F)cc1	-12	11	0.0	11
O=C(NCC[C@@H]1CC[C@H](NS(=O)(=O)c2cccc(Cl)c2)[C@H](CO)O1)c1cnccn1	-2	6	-0.4	72
CCS(=O)(=O)N1CCC2(CC1)CN(Cc1ccc3c(c1)OCO3)[C@@H](CO)c1[nH]c3cc(OC)ccc3c12	2	-78	-0.1	x
C[C@@H]1CCCCO[C@@H](CN(C)Cc2ccc3c(c2)OCO3)[C@H](C)CN([C@@H](C)CO)C(=O)c2cc(NC(=O)NC3CCCCC3)ccc2O1	13	x	-0.7	x
C[C@H](CO)N1C[C@H](C)[C@H](CN(C)Cc2ccc(Cl)c(Cl)c2)Oc2c(NC(=O)NC3CCCCC3)cccc2C1=O	3	-8	x	44
CN1c2ccc(Br)cc2[C@H]2[C@H](CCN2C(=O)C2CCCCC2)[C@@H]1CO	3	12	2.9	77
C[C@H]1CN([C@@H](C)CO)S(=O)(=O)c2ccc(-c3ccc(F)cc3)cc2O[C@H]1CN(C)Cc1cccc(F)c1	34	-13	-3.7	86
C[C@@H]1CN([C@@H](C)CO)C(=O)c2cccc(NS(C)(=O)=O)c2O[C@@H]1CN(C)CC1CC1	4	4	0.7	25
CN(C)CCCNC(=O)C[C@H]1C=C[C@@H](NC(=O)c2ccccc2F)[C@@H](CO)O1	x	10	1.5	-41
CCC(=O)N1CC(=O)N2[C@H](CO)[C@H](c3ccc(C#CC4CCCC4)cc3)[C@H]2C1	-22	-4	-0.8	x
C[C@@H]1CN([C@H](C)CO)C(=O)c2cc(NS(=O)(=O)c3ccccc3)ccc2O[C@@H](C)CCCCO[C@H]1CN(C)C(=O)Nc1ccccc1	x	-66	-1.2	x
C[C@H](O)C#Cc1ccc2c(c1)O[C@H](CN(C)Cc1ccccc1)[C@H](C)CN([C@@H](C)CO)S2(=O)=O	4	-23	x	-155

Copied from the listing for reference:
SMILES	C diff growth	Pf Dd2 inh	KDM4C inh	T cruzi growth
C[C@@H]1CN([C@@H](C)CO)C(=O)Cc2cc(NC(=O)Cn3cnnn3)ccc2O[C@@H]1CN(C)C(=O)Nc1ccccc1	0	17	-2.0	-39
C[C@@H]1CCCCO[C@H](CN(C)S(=O)(=O)c2ccc(Cl)cc2)[C@@H](C)CN([C@@H](C)CO)C(=O)c2cc(N(C)C)ccc2O1	-4	-38	0.1	100*
CNC(=O)C[C@@H]1CC[C@@H]2[C@H](COc3ccc(NC(=O)C4CCCCC4)cc3C(=O)N2C)O1	1	2	-0.6	42
Cc1noc(C)c1S(=O)(=O)Nc1ccc2c(c1)C(=O)N([C@H](C)CO)C[C@@H](C)[C@H](CN(C)C(=O)Nc1ccc(F)cc1)O2	x	24	-0.6	1
C[C@H]1CN([C@@H](C)CO)C(=O)Cc2cc(NC(=O)Nc3ccc(F)cc3)ccc2O[C@@H]1CN(C)S(C)(=O)=O	0	7	-3.0	93
CCC(=O)Nc1ccc2c(c1)C(=O)N(C)C[C@H](OC)[C@@H](C)CN(Cc1cccc(F)c1)[C@H](C)CO2	x	-24	1.3	-57
C[C@@H]1CN([C@@H](C)CO)C(=O)CCCn2cc(nn2)CO[C@@H]1CN(C)S(=O)(=O)c1ccc(-n2cccn2)cc1	0	36	0.8	x
CCC(=O)N1CC2(C1)CN(Cc1cccc(Cl)c1)[C@H](CO)c1[nH]c3cc(OC)ccc3c12	-2	-89*	x	x
O=C(Cc1ccccn1)NCC[C@H]1CC[C@@H](NC(=O)Nc2ccc(Cl)cc2)[C@H](CO)O1	1	1	0.1	-18

More structures follow:
SMILES	C diff growth	Pf Dd2 inh	KDM4C inh	T cruzi growth
C[C@H](CO)N1C[C@H](C)[C@@H](CN(C)Cc2ccc(-c3ccccc3)cc2)Oc2ccc(NC(=O)CCN3CCOCC3)cc2CC1=O	-3	-57	-0.2	99*
COc1ccc(NC(=O)Nc2ccc3c(c2)C(=O)N([C@@H](C)CO)C[C@H](C)[C@@H](CN(C)S(=O)(=O)c2ccc(F)cc2)O3)cc1	-13	-8	-0.9	10
C[C@H](CO)N1C[C@H](C)[C@@H](CN(C)C)Oc2ccc(NC(=O)C3CC3)cc2CC1=O	2	1	0.2	3
COCC#Cc1ccc([C@H]2[C@@H](CO)N3CCCCN(Cc4cccnc4)C[C@H]23)cc1	-1	-11	0.7	100*
CCCNC(=O)[C@@H]1[C@@H](CO)[C@@H]2Cn3c(cccc3=O)[C@@H]2N1CCC(F)(F)F	-1	2	2.0	20
CN(C)CC#Cc1ccc([C@H]2[C@@H](CO)N3CCCCN(C(=O)C4CCCC4)C[C@H]23)cc1	-2	-8	x	94
O=C(O)C[C@@H]1C=C[C@@H](NC(=O)c2ccccc2F)[C@@H](CO)O1	x	21	-0.5	35
